Assay outcomes as filed in PubChem BioAssay.
Pf Dd2 inh = qHTS Primary assay for Inhibitors of Plasmodium falciparum Dd2 growth in vitro | P. falciparum Dd2 growth, SYBR Green, 72 h | Potency, µM (top dose mostly 28.9 µM), without a hit: top-dose activity, negative = inhibition, hits mostly inhibitors | 4.3% of 120,000 active | AID 1347417, 2020; active means well fitted inhibition curve with a large enough effect; inconclusive means small, poorly fitted or top-dose-only effect; inactive means no such curve, though single readings can be large or run the other way;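 further: plate controls were DMSO vehicle for no effect and reference drug for full effect; nearly all actives have a fitted effect of over 65% in size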
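Infected erythrocytes (Dd2, 0.3% parasitemia, 2.5% hematocrit final) are added to compound in RPMI-1640/Albumax II medium, grown 72 h at 37C in low oxygen, then lysed with saponin/Triton-X containing SYBR Green and read by fluorescence.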
An asterisk follows results filed as active; i = inactive; ? = inconclusive; [ ] = remark or other dose. Potency means the concentration at half of the fitted maximal effect. This is a subset (hit frequency here may not be typical).

canonical_smiles | Pf Dd2 inh
CN1CCC(OC2CCN(S(=O)(=O)c3ccc(F)cc3F)CC2)CC1 | -3%
COc1ccc(/C=C/c2nc3ccccc3c(=O)n2-c2ccc(C)cc2)cc1O | i
CCCCn1c(=O)c2oc3ccccc3c2n(Cc2ccc(OC)cc2)c1=O | 19%
CCCCN(C)C(=O)c1c(C)oc2ccn(Cc3ccc(F)cc3)c(=O)c12 | i
COc1ccc(C)cc1-n1c(-c2ccc(Cl)cc2)cc2c1CC(C)(C)CC2=O | 1µM*
CCc1cccc(C)c1NC(=O)CC1Oc2ccc(C)cc2NC1=O (stereo not given) | 1%
CCOc1cc(/C=C(\C#N)C(=O)Nc2ccccc2C)ccc1OCc1cc(=O)n2nc(CC)sc2n1 | 16%
C=CCc1ccccc1OCCN(C)Cc1cnc2ccccc2n1 | 5%
Cc1ccc(C(=O)N(CC(C)C)CC2CN(C(=O)c3ccc(Cl)c(Cl)c3)CCO2)cc1 (stereo not given) | i
CC1(C)C[C@H](NC2CCC2)[C@@]2(CCC(=O)NCc3cccnc3)CC[C@](C)(O)C[C@@H]12 | -18%[44.1 µM]
CCOC(=O)C1CCN(S(=O)(=O)c2csc(C(N)=O)c2)CC1 | 10%
Cc1cc(CN(C)C2CCc3ccccc32)no1 (stereo not given) | -1%[44.1 µM]
Cc1ccc2c(n1)N(C)[C@H](CO)CCN(C1Cc3ccccc3C1)C2 | ?
O=C1CC(c2noc(-c3ccc(Cl)cc3)n2)CN1c1ccc(F)cc1 (stereo not given) | 126%[activator]
Cc1ccccc1Nc1c(-c2c[nH]c3ccccc23)nc2ccccn12 | ?
Cc1cccc(CNC(=O)c2ccc3c(c2)N(C)CCS3)c1 | 25%
O=C(Cc1c[nH]c2ncc(-c3ccc(Oc4ccccc4)cc3)cc12)NCc1cccnc1 | 8.9µM*
O=C(NCC1CC1)C1CN(Cc2ccccc2)C(=O)N1 (stereo not given) | 3%[44.1 µM]
CN(C)CC(=O)Nc1ccc2n(c1=O)C[C@H]1C[C@@H]2CN(C(=O)c2cccnc2)C1 | -22%[44.1 µM]
Cc1noc(-c2ccc(N3CCN(Cc4nccn4C)CC3)nc2)n1 | -5%
Cc1noc(-c2cccc(F)c2)c1C(=O)NCc1cccc(Cl)c1 | i
O=C1CCN(C(=O)C2CCN(C(=O)C3CC3)CC2)CCCCCCN1 | -6%
Clc1ccc(CN2CCC3(CC2)CC(Cc2ccccc2)=NO3)cc1 | ?
c1ccc(C(CNc2ncncn2)N2CCCCCC2)cc1 (stereo not given) | ?
CSc1cccc(NC(=O)c2cc3c(N4CCSCC4)nc(C)cn3n2)c1 | -94%
c1ccc(Cc2nnc([C@H]3CCN(Cc4ccncc4)C3)o2)cc1 | i
c1ccc(CCc2noc(-c3ccc(NCCN4CCCC4)nc3)n2)cc1 | ?
O=S(=O)(c1ccc(Br)cc1)c1nnn2c1nc(NCc1cccs1)c1sccc12 | ?
O=C(CC1CCCN(c2cnn(CC3CC3)c(=O)c2)C1)NCCN1CCCC1 (stereo not given) | -10%
Cc1noc([C@@H]2CC(F)(F)CN2C(=O)Cc2ccc(F)cc2)n1 | i

4 of the compounds above, as labelled records.
mol: CCCCN(C)C(=O)c1c(C)oc2ccn(Cc3ccc(F)cc3)c(=O)c12
  Pf Dd2 inh: i

mol: COc1ccc(C)cc1-n1c(-c2ccc(Cl)cc2)cc2c1CC(C)(C)CC2=O
  Pf Dd2 inh: 1µM*

mol: CCc1cccc(C)c1NC(=O)CC1Oc2ccc(C)cc2NC1=O (stereo not given)
  Pf Dd2 inh: 1%

mol: CCOc1cc(/C=C(\C#N)C(=O)Nc2ccccc2C)ccc1OCc1cc(=O)n2nc(CC)sc2n1
  Pf Dd2 inh: 16%

Returning to the listing, repeating the two entries before the break.
canonical_smiles | Pf Dd2 inh
O=C(CC1CCCN(c2cnn(CC3CC3)c(=O)c2)C1)NCCN1CCCC1 (stereo not given) | -10%
Cc1noc([C@@H]2CC(F)(F)CN2C(=O)Cc2ccc(F)cc2)n1 | i
O=C(c1ccc[nH]c1=O)N1CCC(n2cc(-c3nc(-c4ccccc4)no3)nn2)CC1 | ?
Fc1ccc(-c2nnc3ccc(N4CCN(Cc5ccccc5)CC4)nn23)nc1 | ?
Cc1ccc(C(CC(=O)N2CCN(c3ccc([N+](=O)[O-])cc3)CC2)c2cn(C)c3ccccc23)cc1 (stereo not given) | ?
CC(C)c1ccc(NC(=O)CSc2ncnc3c2sc2ccccc23)cc1 | -18%
Cc1cc(C)c(NC(=O)CCn2c(=O)c3cccn3c3cccnc32)c(C)c1 | -3%
CCNC(=O)N[C@H]1[C@H](O)[C@@H](N2CCN(c3ccccc3)CC2)[C@@H]2OC[C@H]1O2 | -12%[44.1 µM]
COc1ccccc1N1CCN(C(=O)c2cn(CC(C)C)c(=O)c3c2c2ccccc2n3C)CC1 | 7.9µM*
COc1cccc([S+](=O)([O-])N2CC(Oc3ccc(F)c(F)c3)C2)c1 | 6%
COc1ccc(CN2C[C@@H](F)[C@@H](OCc3nc4ccc(C)cc4[nH]3)C2)cc1 | ?
CCC(O)c1cc2n(n1)CCN(C(=O)CCc1cn3ccccc3n1)C2 (stereo not given) | -5%
COc1ccc(C(=O)N2CCCCCCN(C)C(=O)[C@@H]3CCC[C@@H]32)c(OC)c1 | 0%
CC(C)CNC(=O)N1C[C@@H](Oc2ccccc2)C[C@H]1C(=O)N1CCOCC1 | 12%
CN(CC1CCOCC1)S(=O)(=O)Cc1ccccc1Cl | i
CCC(C)NC(=O)c1cc2cc(S(=O)(=O)N3CCCCC3)ccc2n1C (stereo not given) | i
O=C(Cc1ccccc1F)N1CCC2(CC1)N(c1ccccc1)C(=O)CS2(=O)=O | -40%
CS(=O)(=O)N1CCOc2ccc(CCC(=O)NCc3ccccn3)cc2C1 | -28%
Cc1ccccc1CN1CCc2nc(C(=O)NCc3ccncc3)oc2CC1 | i
NC(=O)CSc1ncc2c(n1)-c1ccccc1N(Cc1ccccc1)S2(=O)=O | 99%[activator]
CC(c1ccon1)N(C)Cc1cn(-c2ccccc2)nn1 (stereo not given) | -14%
CC(=O)N1CC2(CCCN(Cc3ccccn3)C2)Cc2ccccc21 (stereo not given) | ?
CC(=O)NCC(=O)N1Cc2ccccc2CC2(CCN(Cc3ccccc3)C2)C1 (stereo not given) | -18%
CCc1ccc(OCC(=O)N2CCN(CCc3ccccn3)CC2)cc1 | i
Cc1cc(N2CCN(CC3CCCCC3)C(CCO)C2)nc(N)n1 (stereo not given) | -28%
CCn1nccc1C(=O)N1C[C@@H](COC)[C@H](c2ccncc2)C1 | 25%
CCCSc1nnc2c(n1)OC(c1ccc(OCC(=O)O)cc1)Nc1ccccc1-2 (stereo not given) | ?
COc1ccc(CC(=O)N[C@@H]2CN(C)C[C@H]2CN(C)C)cc1OC | 35%[activator]
Cc1cccc(C(=O)N2CCC(Oc3ccccc3-c3nc(C)no3)C2)c1 (stereo not given) | -4%
C=CCCC(CN1CCOCC1)Oc1ccc2cccc(OC)c2n1 (stereo not given) | ?
CN1CC2(C1)C(=O)N(C)C(=O)[C@@H]1C[C@@H](O)CN12 | 20%[44.1 µM]
Cc1noc(C)c1S(=O)(=O)N1C[C@@H](Oc2cccnc2)C[C@H]1C(=O)N1CCOCC1 | 25%
COc1cc(OC)c(NC(=O)c2cn(C3CCCC3)c(=O)c3c2c2ccccc2n3C)cc1Cl | ?
COc1ccc(-c2cc(N3CCC(NC(=O)c4ccc(F)c(Cl)c4)C3)n[nH]2)cc1 (stereo not given) | -2%
CCOC(=O)C1CCN(C(=O)c2ccc3c(c2)sc2nc(-c4ccccc4)cn23)CC1 | ?
O=C1CCN(C(=O)[C@@H](Cc2ccccc2)NC(=O)Nc2ccccc2)CCOCCN1 | -4%
CCCN1C(=O)CCc2cc(NC(=O)Cc3c(F)cccc3Cl)ccc21 | i
Cn1cc(-c2ccc(F)c(Cl)c2)c2nc(CN3CC[S+](=O)([O-])CC3)cn2c1=O | -15%[44.1 µM]
CCOCCc1nnc(NC(=O)C(=O)c2cc(C)n(-c3cccc(Cl)c3)c2C)s1 | 74%[activator]
CCN1C(=O)C(CC(=O)NC2CCCCCC2)Sc2ncccc21 (stereo not given) | -5%
COc1ccccc1CNC(=O)c1ccc(CSc2nc3ccncc3n2Cc2ccccc2C)cc1 | 7.1µM*
CNC1CCN(C(=O)CC2(Cc3ccccc3)C(=O)N(C)c3ccccc32)CC1 (stereo not given) | 4%
CCc1nccn1CC(=O)NC(C)c1cnn(-c2ccccc2C)c1C (stereo not given) | -9%
Cc1cc(O)c(C(=O)c2cnc3c(c2)COc2ccccc2-3)cc1Cl | -1%
O=C(Nc1nccs1)c1ccc2c(c1)OCCN(CCC(F)(F)F)C2 | -7%[44.1 µM]
COc1ccc2[nH]c(C[C@@H]3C[C@@H](C(C)C)[C@H](CNC4CCN(C(C)=O)CC4)C=C3C)nc2n1 | i
Cn1ccc(NC(=O)[C@@H]2C[C@@H](c3ccc(F)cc3)N([S+](=O)([O-])c3ccccc3)C2)n1 | -22%[44.1 µM]
COc1ccc(/C=C(\C#N)c2nc3ccccc3c(=O)[nH]2)cc1OC | ?
COc1cccc(CNC(=O)CN2C(=O)NC3(CCCCC3)C2=O)c1 | -19%
CCCCc1ccc(Nc2cc(C)nc(-n3nc(C)cc3C)n2)cc1 | 2.8µM*
O=S(=O)(NCc1nc2cccnc2n1Cc1ccccc1Cl)c1ccc(F)c(Cl)c1 | ?
CCOc1ccccc1C1NC(=O)N(CC(=O)Nc2ccc(C)c(C)c2)C2=C1C(=O)OC2 (stereo not given) | i
COc1ccc(N(C(=O)Cn2nnc3ccccc32)C(C(=O)NCc2ccccc2)c2ccc(F)cc2)cc1 (stereo not given) | i
COc1ccc(CC(=O)Nc2sc3c(c2C(=O)Nc2cccc(Cl)c2)CCCCC3)cc1 | ?
O=C(Nc1ccc(Br)cc1F)C(NS(=O)(=O)c1cccc2nsnc12)c1ccccc1 (stereo not given) | 18%
COc1ccc(NC(=O)C2CN(S(=O)(=O)c3cccnc3)CC23CCCCC3)cc1F (stereo not given) | -14%
O=C(NCc1ccccc1)C1(Oc2ccc(Cl)cc2)CCNCC1 | ?
Cc1ccc2nc(CO[C@H]3CN(Cc4ccc(C(=O)O)cc4)C[C@H]3F)[nH]c2c1 | ?
Cc1nc2nncn2c(NCc2ccc(F)cc2)c1C | -10%
O=C(O)c1ccc2nc(-c3cc4cc(F)ccc4oc3=O)[nH]c2c1 | -1%
COc1ccc(CC(=O)N2CCc3nc(-c4cccnc4)[nH]c3C2)cc1 | 4%
O=C(NCCCn1nnc2ccccc21)C1NCCc2[nH]cnc21 (stereo not given) | -19%

Structures listed so far with a furan ring, fused or not:
canonical_smiles | Pf Dd2 inh
CCCCn1c(=O)c2oc3ccccc3c2n(Cc2ccc(OC)cc2)c1=O | 19%
CCCCN(C)C(=O)c1c(C)oc2ccn(Cc3ccc(F)cc3)c(=O)c12 | i

Continuation:
canonical_smiles | Pf Dd2 inh
O=C1NCCCCCN(C(=O)Nc2ccccc2F)[C@H]2CCCC[C@@H]12 | -4%
CCn1cnnc1CC1CCN(C(=O)NCc2ccccc2)C1 (stereo not given) | 8%
Cc1ccc(NC(=O)c2c(C)nn(-c3ccccc3)c2-n2cccc2)c(Cl)c1 | -21%
COc1ccc(CCNCc2c(C(=O)O)c(C)n(Cc3c(F)cccc3Cl)c2C)cc1OC | -10%
Cc1nc(CN2C(=O)OC3(CCN(C(=O)Cc4ccccn4)CC3)C2(C)c2ccccc2)cs1 (stereo not given) | ?
O=C(c1cnccn1)N1CCC2(CC1)NC(=O)N(Cc1cccc(Cl)c1)C2=O | i
O=C(c1ccco1)N(Cc1cccnc1)c1nc2c(F)cc(F)cc2s1 | i
COc1ccc(Cl)cc1NS(=O)(=O)c1cc(Br)cc2c1N(C(=O)C1CC1)CC2 | 11%
O=C(c1ccc2c(c1)OCO2)N1CC2(Cc3ccccc3NC2=O)C1 | ?
Cc1cc(C2CC(C(=O)NCc3cccc(F)c3)CN(C(=O)C3CC3)C2)ccc1F (stereo not given) | ?
O=C1CC(c2ccccc2)N(C(=O)c2ccoc2)CCCCCN1 (stereo not given) | -5%
Cc1cccc(N(C)c2ccc3nnc(-c4cc(C(=O)N(C)C)ccn4)n3n2)c1 | i
CN(C)C(=O)C1=NOC2CN(C(=O)c3ccn(C)n3)CC12 (stereo not given) | ?
Cn1cc(CN2CCCC23CCN(c2ncccn2)CC3)c(-c2ccccc2)n1 | ?
Cc1ccc(Cl)cc1N1CCN(C(=O)Cn2ncc3c([nH]c4ccccc43)c2=O)CC1 | 94%[activator]
O=C1CCCN1CC1CCN(C(=O)c2ccc(N3CCC(CO)C3)nc2)CC1 (stereo not given) | -11%
O=[S+]([O-])(c1ccncc1)c1nnn2c1nc(NC1CCCC1)c1ccccc12 | 3%
COc1cccc(CNC(=O)CSc2cc(C)[nH]c(=O)n2)c1 | 4%
c1ccc(-c2nc(-c3ccc(OC4CNC4)cc3)no2)cc1 | ?
Brc1ccc(CNCCCSc2nnnn2-c2ccccc2)cc1 | ?
Cn1cc2c3c(cccc31)CN(C(=O)c1cccc(Br)c1)CC2 | i
Cn1cc2c3c(cccc31)CN(C(=O)c1ccccc1Cl)CC2 | i
NCCN1C(=O)CC[C@H]2CN(C(=O)C3(c4ccccc4)CC3)CC[C@H]21 | 2%
CN1CCC2(CC1)CN(C(=O)c1ccccc1)Cc1ccccc1O2 | ?
